MITF inh: inhibitors of human MITF; AlphaScreen MITF homodimerization, bead proximity signal; inhibition, % at 2.6 µM; 650,000 compounds, 0.91% hits; in the data active means inhibition above about 50%;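 further: 0% = vehicle wells with protein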
FBW7 act: activators of human E3 ligase FBW7. AlphaScreen FBW7–phospho-cyclin E peptide binding, activator screen. normalized activity (activation), % at 26.1 µM. 650,000 compounds, 0.13% hits. AID 1259310; in the data active means normalized activity above about 1.9%;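 further: purified mutant Fbw7 with reduced substrate affinity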
Target sequence (Q969H0 whole entry, looked up): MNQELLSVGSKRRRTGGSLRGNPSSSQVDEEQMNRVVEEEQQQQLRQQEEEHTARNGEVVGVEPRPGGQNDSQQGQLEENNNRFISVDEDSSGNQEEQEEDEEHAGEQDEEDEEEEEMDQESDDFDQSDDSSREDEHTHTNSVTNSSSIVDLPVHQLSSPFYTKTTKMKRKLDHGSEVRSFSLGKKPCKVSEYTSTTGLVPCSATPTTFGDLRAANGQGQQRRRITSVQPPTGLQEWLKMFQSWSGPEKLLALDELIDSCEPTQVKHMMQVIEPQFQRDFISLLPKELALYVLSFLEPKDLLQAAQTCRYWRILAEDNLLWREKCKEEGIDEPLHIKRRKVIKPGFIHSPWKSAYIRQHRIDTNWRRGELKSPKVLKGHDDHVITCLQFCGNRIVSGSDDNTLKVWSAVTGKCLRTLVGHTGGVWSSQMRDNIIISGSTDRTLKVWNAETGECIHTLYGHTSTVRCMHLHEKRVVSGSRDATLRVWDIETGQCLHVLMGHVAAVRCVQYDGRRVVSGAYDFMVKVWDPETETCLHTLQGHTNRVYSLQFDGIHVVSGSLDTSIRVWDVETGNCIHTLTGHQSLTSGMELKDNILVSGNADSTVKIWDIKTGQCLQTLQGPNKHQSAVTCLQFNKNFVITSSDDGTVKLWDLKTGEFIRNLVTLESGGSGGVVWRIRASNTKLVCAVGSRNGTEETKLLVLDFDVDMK
TEAD-YAP inh: TEAD-YAP interaction inhibition. HEK-TIYL cells, TEAD-Gal4/YAP UAS-luciferase luminescence. inhibition, % at 9.12 µM. 640,000 compounds, 1.4% hits; in the data active means inhibition above about 32%;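 further: 0% = median of test compound wells and 100% = reference inhibitor wells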
GPR151 ag: activates the human receptor GPR151; Q8TDV0; PathHunter beta-arrestin GPR151 cells, luminescence; activation, % at 11.2 µM; 650,000 compounds, 1% hits; AID 1508602; in the data active means activation above about 4.9%;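 further: 0% = median of compound wells and 100% = cells with positive control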
Numbers without * were called inactive; . = no result given. Compounds as they come (roughly 3.4% active in at least one column).

SMILES | MITF inh | FBW7 act | TEAD-YAP inh | GPR151 ag
CCS(=O)(=O)N1CCN=C1SCc1cccc(Cl)c1 | 12.8 | 0.5 | 5.2 | -0.7
O=C(COc1cccc2ccccc12)N/N=C/c1ccc([N+](=O)[O-])cc1 | 15.9 | 0.1 | -5.4 | -0.2
COc1ccc(N2C(=O)CN(Cc3ccoc3)CC2(C)C)cc1 | 6.5 | 0.5 | -1.1 | -0.1
O=C(CSc1ccccn1)N1CCN(C(=O)CSc2ccccn2)CC1 | -13.4 | 0.0 | -0.5 | -1.8
COCCCNC(=O)CNC(=O)Cn1cnc2sc3c(c2c1=O)CCCC3 | -0.9 | -0.2 | 6.4 | 3.2
COc1ccccc1C1(NC(=O)CCn2cncn2)CCCC1 | -3.6 | 0.2 | 7.2 | 1.9
Cc1ccnn1CCC(=O)N1C[C@H](C(=O)O)[C@@H](c2ccc(F)cc2)C1 | 9.5 | 0.8 | 3.4 | 0.8
Cc1nnc(SCC(=O)NCCc2ccccc2)s1 | 2.7 | -0.2 | 9.5 | 1.5
CC(C)C(C(=O)N1CCN(C)CC1)N1C(=O)c2ccccc2C1=O (stereo not drawn) | -9.9 | -0.1 | -13.2 | 1.5
CC(C)c1ccc(NC(=O)C2C3C=CC4(O3)C2C(=O)N(CCc2ccc(Cl)cc2)C4C(=O)NC2CCCCC2)cc1 (stereo not drawn) | 1.5 | -0.1 | -3.8 | -0.8
O=C(CSc1nc2ccccc2o1)c1c[nH]c2ccccc12 | 7.2 | 0.2 | -12.2 | -0.4
CCCCN(C)c1ccc(C(=O)OC)cc1NC(=S)Nc1ccccc1C | 6.0 | -0.2 | -26.9 | -1.1
COC(=O)CNC(=O)Cc1c(F)cccc1Cl | 10.0 | 0.1 | 1.9 | -0.2
COc1cccc(NC(=O)c2cnc(N3CCN(c4ccccn4)CC3)c3ccccc23)c1 | -4.2 | -0.2 | 61.7* | 0.6
O=C(CSc1nc2ccccc2n1CC(=O)N1CCCC1)NC1CCCC1 | -5.2 | 0.1 | 6.7 | 1.7
COc1ccc(-n2nc3c(c2NC(=O)c2ccc(C(C)(C)C)cc2)CS(=O)C3)cc1 (stereo not drawn) | -7.2 | -0.2 | 10.9 | 0.0
COC(=O)c1nnn(-c2nc(N3CCOCC3)nc(N3CCOCC3)n2)c1C | -2.4 | -0.1 | -9.0 | -0.1
O=C(c1cccs1)N1CCN=C1SCc1cccnc1 | -2.0 | 0.2 | 4.3 | -1.4
CCCN1CCCc2cc(C=O)ccc21 | 4.1 | -0.1 | 19.6 | 1.3
CC(=O)NC(Cc1c[nH]c2ccccc12)C(N)=O (stereo not drawn) | 10.8 | 0.5 | 4.7 | -0.2
COc1ccccc1CN1CCN2C(=O)[C@H](C)N(C)C(=O)[C@H]2C1 | 0.9 | -0.2 | -4.3 | 0.5
CC(C)c1cc(C(=O)N2CCC(C3(C)NC(=O)N(C4Cc5ccccc5C4)C3=O)CC2)n[nH]1 (stereo not drawn) | 7.2 | 0.8 | 8.2 | 0.1
O=S(=O)(c1cc(C(F)(F)F)cc(C(F)(F)F)c1)N1CCNCC1 | 14.2 | 0.0 | 16.3 | -2.3
COc1ccc(-c2csc3nc(-c4ccccc4OC)oc(=O)c23)cc1 | -14.2 | -0.2 | -0.9 | 0.1
CN(C)CCCN(CCCN(C)C)Cc1c(F)cccc1Cl | 33.6 | -0.2 | 8.7 | 0.7
C=CCNC(=O)CSc1nc2ccc(C)cc2[nH]1 | 7.3 | 0.4 | -2.9 | -1.4
CNC(=O)c1c(C)oc2ccc(OC)cc12 | 2.2 | -0.1 | 5.8 | 1.9
CC(C)CN1C(=O)c2ccc(C(=O)Nc3nccs3)cc2C1=O | -3.6 | 0.0 | 5.5 | -0.9
COc1cccc(C(=O)NC(=S)Nc2ccccc2O)c1 | -31.2 | -0.3 | -32.9 | -1.6
COCCCNCC(=O)Nc1ccc(OC(F)(F)F)cc1 | 9.9 | -0.1 | -3.5 | -0.6
COc1cc(C)cc2oc(=O)c(CC(=O)O)c(C)c12 | 0.5 | -0.1 | -4.7 | -1.3
O=C(COc1ccccc1[N+](=O)[O-])N/N=C/c1cccnc1 | 7.9 | 0.1 | -13.7 | 0.1
O=C(Nc1nc(-c2cccc([N+](=O)[O-])c2)cs1)c1cccc([N+](=O)[O-])c1C(=O)O | -7.9 | 0.2 | -3.4 | 0.1
CN(C)CCCOc1ccc(-c2cnc3c(n2)[nH]c(=O)n3CC2CC2)cn1 | -2.0 | -0.1 | -3.8 | -0.4
CC[n+]1ccc(/C=C2\C=CC=CN2C)cc1 | -6.8 | 0.3 | 3.0 | 0.2
COC(=O)COc1ccc(NC(=O)c2ccc3c(c2)C(=O)N(C(C)(C)C)C3=O)cc1 | -12.7 | 0.1 | 10.6 | -1.5
Cc1ccc(C)c(NC(=O)C(=O)NCCCn2ccnc2)c1 | 19.5 | -0.1 | 0.5 | -1.1
O=C1C2C3C=CC(O3)C2C(=O)N1c1ccccc1Cl (stereo not drawn) | -10.6 | -0.2 | 3.7 | 0.3
COCCCNC(=O)Cn1cnc2sc(C)c(C)c2c1=O | -5.0 | -0.3 | 1.1 | -0.5
CN1C(=O)C(=Cc2ccccc2OCC(=O)O)C(=O)N(C)C1=S | 72.1* | -0.3 | 5.9 | 1.3
COc1ccc(C2CC(=O)C3=C(C2)Nc2ccccc2NC3c2ccc(OC)c(O)c2)cc1 (stereo not drawn) | -12.5 | -0.1 | -7.2 | -0.3
O=S(=O)(CCc1ccccc1)NCC(c1ccsc1)N1CCc2ccccc2C1 (stereo not drawn) | 1.7 | 0.2 | -3.5 | 0.5
COc1ccc(NC(=O)C/C(C)=N\NC(=O)c2ccc(Cl)cc2)c(OC)c1 | -1.1 | 0.0 | -3.8 | 0.2
O=S(=O)(c1cccs1)N1CCC(CO)(Cc2cccc(F)c2)CC1 | 11.0 | 0.0 | 3.4 | -1.8
O=C(Nc1ccc(Oc2cccnc2)cc1)C1CCN(C2Cc3ccccc3C2)CC1 | 4.5 | -0.1 | 12.2 | 0.7
COc1cc2nc(CN(C)C3CCCCC3)[nH]c(=O)c2cc1OC | 21.6 | 0.2 | 12.8 | -0.8
COc1ccc(-c2ncc3ccccn23)cc1OC | 70.0* | -0.2 | -48.7 | 0.1
CCN(CC(=O)NC)S(=O)(=O)c1ccccc1 | 3.7 | -0.1 | 7.2 | 0.8
CN(C)c1ccc(/C=N/NS(=O)(=O)c2ccccc2)cc1Br | -7.3 | 0.4 | 1.4 | 0.1
CC(C)Oc1ccc(C(=O)Nc2sc3c(c2C#N)CCC3)cc1 | 8.0 | 0.3 | 0.9 | -0.7
Cc1cccc2c1NC(=O)C2(O)c1c[nH]c2ccccc12 (stereo not drawn) | -0.5 | 0.0 | 7.4 | -0.3
COc1ccc(NC(=O)CSc2nc(N)c(C#N)cc2C#N)c([N+](=O)[O-])c1 | -9.5 | -0.1 | 8.4 | 1.3
CCOc1cc(/C=C(\C#N)c2nn(CCO)c(N)c2C#N)ccc1OCc1ccc(F)cc1 | 16.8 | 0.1 | 1.5 | -1.8
Nc1c(N2CCCC2)c(=O)[nH]c(=O)n1Cc1ccccc1 | 4.8 | 0.0 | -5.2 | -0.3
CN1C(=O)C(=Cc2cccn2-c2ccc(N(C)C)cc2)C(=O)N(C)C1=S | -2.2 | -0.1 | -9.1 | 1.2
CCCc1cc2c(=O)c(-c3ccccc3)coc2cc1O | 14.6 | -0.1 | -47.2 | -0.1
Cc1cc(C)n2nc(C(=O)OCC(=O)N(CCc3ccccc3)Cc3ccccc3)nc2n1 | -3.6 | 0.1 | -0.6 | 1.6
COc1cccc(C(=O)c2c[nH]c3ccc(OC)cc3c2=O)c1 | -9.5 | 0.0 | -5.5 | -0.1
COc1ccc(/C=C2/C(=O)N(c3ccc(C)c(C)c3)N=C2C)cc1[N+](=O)[O-] | 3.0 | -0.4 | 3.2 | 1.1
CN(Cc1ccccc1)C(=O)c1cccc(N2C(=O)NC3CC2(C)Oc2ccccc23)c1 (stereo not drawn) | -6.2 | -0.3 | 2.7 | 0.1

Later entries
SMILES | MITF inh | FBW7 act | TEAD-YAP inh | GPR151 ag
COC(=O)c1c(NC(=O)/C(C#N)=C/c2ccc(O)c(OC)c2)sc(C)c1C | 1.1 | 0.1 | -0.7 | 1.6
Cc1ccc(C)c(N2CCN(C(=O)CN3C(=O)c4ccccc4C3=O)CC2)c1 | 7.0 | 0.0 | -0.8 | 2.2
CCOC(=O)c1cnc2ccc(OCC)cc2c1Nc1ccc(Cl)cc1 | -3.9 | -0.2 | -19.8 | 1.3
Cc1ccc2c(c1)N(CC(=O)N(C)C1CCCCC1)C(=O)CO2 | -9.5 | -0.1 | -12.3 | -0.2
CCCNC(=O)c1cc2c(=O)n3cccc(C)c3nc2n1C | 2.4 | -0.1 | -2.4 | -0.1
CCSc1nnc2c(n1)OC(c1cccc([N+](=O)[O-])c1)Nc1ccccc1-2 (stereo not drawn) | 3.0 | 0.1 | -9.9 | -1.3
O=C(Cc1ccc(F)cc1)Nc1ccccc1C(=O)Nc1ccccc1 | 9.3 | -0.1 | 1.4 | 1.1
O=C(Nc1ccccc1O)c1cc([N+](=O)[O-])cc([N+](=O)[O-])c1 | -2.1 | 0.4 | -8.9 | -0.1
COC(=O)c1ccc2[nH]c(C)c(CN3CCCC3)c(=O)c2c1 | 0.2 | 0.1 | 0.0 | -1.8
COc1ccc(NC(=O)N2CCN(c3ccc4nnc(C5CC5)n4n3)CC2)cc1OC | 3.1 | 0.0 | -1.1 | 1.4
COc1ccc(C(=O)NN2Cc3ccccc3C2=N)cc1OC | -1.5 | -0.1 | -6.3 | 0.8
CC(NCc1ccc(Cl)cc1)c1nc2ccccc2c(=O)[nH]1 (stereo not drawn) | -10.8 | 0.0 | -24.1 | 0.2
[O-]/[N+](=C\c1ccncc1)c1ccc(Cl)cc1 | -0.6 | 0.0 | 4.7 | 5.2*
Cc1oc2cc(Br)c(O)cc2c1C(=O)OC(C)C | -7.1 | 0.1 | -70.2 | -0.7
COc1cc2c(cc1OC)C(COc1ccc(F)cc1)N(C(=O)c1cccc([N+](=O)[O-])c1C)CC2 (stereo not drawn) | 16.3 | 0.1 | -14.7 | -0.2
CCC(=O)NC(c1nnc2n1CCN(Cc1ccc(C#CC(C)(C)O)cc1)CC2)C(C)C (stereo not drawn) | -8.9 | 0.0 | 0.8 | -1.3
O=C(c1ccc(S(=O)(=O)N2CCCC2)cc1)N1CCN(C/C=C/c2ccccc2)CC1 | 2.5 | -0.1 | 5.3 | -0.4
CC(C)OC(=O)c1c(NC(=O)c2ccccc2[N+](=O)[O-])sc2c1CCCC2 | 9.3 | -0.1 | 6.2 | 2.4
O=C(O)C1CC(=O)N(c2ccccc2)C1 (stereo not drawn) | 8.2 | 0.8 | 7.1 | -0.3
COc1ccc(C2CC(C(F)(F)F)n3nc(C(=O)Nc4ccc(Cl)cc4)cc3N2)cc1OC (stereo not drawn) | 14.7 | -0.1 | -3.0 | -1.1

5 entries from above in a different format.
compound,MITF inh,FBW7 act,TEAD-YAP inh,GPR151 ag
Cc1ccc(C)c(N2CCN(C(=O)CN3C(=O)c4ccccc4C3=O)CC2)c1,7.0,0.0,-0.8,2.2
CCOC(=O)c1cnc2ccc(OCC)cc2c1Nc1ccc(Cl)cc1,-3.9,-0.2,-19.8,1.3
Cc1ccc2c(c1)N(CC(=O)N(C)C1CCCCC1)C(=O)CO2,-9.5,-0.1,-12.3,-0.2
CCCNC(=O)c1cc2c(=O)n3cccc(C)c3nc2n1C,2.4,-0.1,-2.4,-0.1
CCSc1nnc2c(n1)OC(c1cccc([N+](=O)[O-])c1)Nc1ccccc1-2 (stereo not drawn),3.0,0.1,-9.9,-1.3

New compounds follow.
SMILES | MITF inh | FBW7 act | TEAD-YAP inh | GPR151 ag
c1ccc(Oc2cccc(CSc3nc4ccccc4[nH]3)c2)cc1 | 6.7 | 0.0 | 34.0* | -0.6
Cc1ccc(OCCSc2ncnc3nc[nH]c23)c(C(C)C)c1 | 2.0 | 0.1 | -0.5 | 0.2
CNCC(=O)N1CCN(Cc2cccc(C)c2)CC1 | 15.6 | 0.1 | -2.6 | 0.6
O=C(CN1C(=O)COc2ccccc21)N(Cc1ccc2c(c1)OCO2)CC1CCCO1 (stereo not drawn) | 9.0 | 0.0 | -7.4 | -0.5
COc1ccc(CN2CCc3c(nc(C)[nH]c3=O)C2)cc1Cn1cccn1 | 19.7 | 0.1 | 7.8 | -0.7
O=C1NN(c2ccccc2)C(=O)/C1=C/c1ccc(OC(=O)c2ccco2)c(Cl)c1 | 4.6 | -0.1 | 3.6 | 0.6
O=C1[C@H]2[C@H]3[C@H](O)[C@H](O)C/C(=N\OCc4ccccc4)[C@@H]3CC[C@H]2C(=O)N1c1ccc(F)cc1F | 10.5 | 0.0 | . | 0.4
O=C(CN(Cc1ccccc1)S(=O)(=O)c1ccccc1F)Nc1cc(F)ccc1F | -9.4 | 0.2 | -0.4 | 1.2
COC(=O)Oc1nsnc1N1CCOCC1 | 6.1 | -0.1 | -18.3 | 0.3
C[C@@H]1CN(C(=O)c2nc3ccc(Cl)cn3c2CNCCc2cnccn2)C[C@H](C)O1 | 8.5 | 0.4 | 6.3 | -0.5
CCc1cccc(OCCCCNCCOC)c1 | 13.0 | 0.0 | 3.3 | -1.0
Cc1ccc(CN2CCc3nnc(C(C)NC(=O)C4CC4)n3CC2)o1 (stereo not drawn) | 6.9 | -0.1 | 0.2 | 0.5
Cc1ccc2[nH]c3c(=O)n(CC(=O)N4CCN(Cc5ccccc5)CC4)cnc3c2c1 | 4.2 | 0.2 | 4.0 | 2.1
